# High-throughput results (PubChem BioAssay)
# INS-1E GSIS act: primary screen for activators of insulin secretion dependent on glucose, INS-1E cells, GLuc reporter luminescence; INS-1E GLuc reporter insulin secretion, 2-3 h; 370,000 compounds, 0.61% hits; activation, % at 16.6 µM;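 active = lowest replicate activation of at least 40%, so every replicate reaches that level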;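 note: 0% = median of neutral control wells and 100% = median of IBMX positive control wells; some compounds called inactive have numbers as strong as hits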
# CFTR F508del cor: CFTR F508del correction in bronchial cells; AID 720511; 350,000 compounds, 0.36% hits; CFBE cells, YFP halide quenching; stimulated with forskolin plus potentiator P3; % fluorescence drop versus neutral controls; activity (quench increase), % at 7.58 µM;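 active = mean added fluorescence quench of at least 8% versus neutral control, with both replicates also reaching 8%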;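 note: cells transiently co-express mutant CFTR-F508del with the halide-sensitive YFP; corrector assay measuring rescue of mutant channel to the surface after 24 h compound exposure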
# ERAP1 HTS inh: ERAP1 (human) enzyme inhibition; Q9NZ08; recombinant ERAP1, Leu-AMC fluorescence, 60 min; inhibition, % at 10.7 µM; 340,000 compounds, 0.15% hits; AID 652197;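 active = mean replicate inhibition of at least 30%, or all replicates individually reaching that 30% level; inactive = mean below 30% and not every replicate reaching it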;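 note: 0% = neutral control wells and 100% = L-leucinethiol positive control wells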
# RAD54 branch: inhibitors of human RAD54 branch migration; 360,000 compounds, 0.14% hits; inhibition, % at 10.4 µM; AID 602329; RAD54 Holliday junction branch migration, FAM/BHQ fluorescence;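 active = mean normalized replicate activity at least 40 and at least half of replicates scoring 40 or more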;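 note: 0% = median of neutral control wells and 100% = median of positive control wells; inhibitors cause a drop in the FAM fluorescence signal; in these data hits start at about 50%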
# Target sequence (Q92698 whole entry, looked up): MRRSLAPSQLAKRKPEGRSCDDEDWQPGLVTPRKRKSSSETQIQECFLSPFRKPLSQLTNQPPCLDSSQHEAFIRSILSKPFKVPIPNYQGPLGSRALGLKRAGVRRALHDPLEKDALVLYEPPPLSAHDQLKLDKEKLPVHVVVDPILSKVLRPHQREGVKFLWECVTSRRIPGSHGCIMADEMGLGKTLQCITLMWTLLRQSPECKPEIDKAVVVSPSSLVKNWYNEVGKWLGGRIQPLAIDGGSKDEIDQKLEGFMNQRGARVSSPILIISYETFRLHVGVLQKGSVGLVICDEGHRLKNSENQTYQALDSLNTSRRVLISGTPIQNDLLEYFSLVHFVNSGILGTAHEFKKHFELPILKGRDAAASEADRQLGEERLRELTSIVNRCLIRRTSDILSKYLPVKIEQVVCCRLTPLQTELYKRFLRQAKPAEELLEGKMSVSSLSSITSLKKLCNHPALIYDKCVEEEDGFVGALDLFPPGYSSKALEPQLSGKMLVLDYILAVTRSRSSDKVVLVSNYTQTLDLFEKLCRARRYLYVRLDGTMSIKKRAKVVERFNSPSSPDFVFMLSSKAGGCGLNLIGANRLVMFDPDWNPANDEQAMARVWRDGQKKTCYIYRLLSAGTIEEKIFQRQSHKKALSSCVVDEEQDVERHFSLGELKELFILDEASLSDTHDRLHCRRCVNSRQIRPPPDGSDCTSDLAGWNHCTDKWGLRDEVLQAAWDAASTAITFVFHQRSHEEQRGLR
# ARNT-TACC3 inh: disruptors of human ARNT/TACC3 interaction | AlphaScreen His-ARNT PAS-B/GST-TACC3 binding, luminescence; TACC3 fragment carries E629A point mutation | inhibition, % at 9.99 µM | AID 623870 | 390,000 compounds, 0.66% hits | Q9Y6A5;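 active = mean inhibition of replicates at least 50% and at least half of replicates each reaching 50%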;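 note: 0% = complete ARNT plus TACC3 wells and 100% = ARNT alone without TACC3; many hits fall short of the cut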
# esBAF inh: SWI/SNF esBAF complex inhibition; mouse ES cells, Bmi1-luciferase knock-in reporter, 24 h; 100% = twice the neutral-well signal; reporter increase, % at 12.5 µM; 350,000 compounds, 2% hits; in the data active = activation above about 40%;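 note: 0% = median of the plate's neutral control wells and 100% = double that signal; a rise in the Bmi1 reporter signal indicates esBAF inhibition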
# XiGFP reactiv: activators of X-chromosome reactivation in mouse fibroblasts; XiGFP mouse fibroblasts, % GFP-positive cells imaging, 3 d; cells co-treated with 5-aza-dC sensitizer; scaled so ellipticine positive control = 100%; activation, % at 7.58 µM; 360,000 compounds, 0.055% hits; AID 743238;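 active = mean normalized replicate activation at least 10% and every replicate at or above 10%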;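 note: 0% = median of on-plate neutral control wells and 100% = ellipticine 6 µM median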
#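 Assay system – SV40-immortalized XiGFP fibroblast cells, line 68-5-11 · Buffer or medium – DMEM supplemented with 5-aza-dC as sensitizing agent · Dosing – one concentration, pinned · Benchmarks – positive control ellipticine, 6 µM final · Times – 3 days compound exposure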
# RAD52 inh: inhibitors of human RAD52 DNA annealing; AID 651710; inhibition, % at 18.7 µM; recombinant RAD52 DNA annealing, FRET fluorescence; 360,000 compounds, 0.46% hits; P43351;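 active = every replicate showing at least 50% inhibition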
# An asterisk follows results filed as active; / = not tested or not shown.
SMILES,INS-1E GSIS act,CFTR F508del cor,ERAP1 HTS inh,RAD54 branch,ARNT-TACC3 inh,esBAF inh,XiGFP reactiv,RAD52 inh
Cc1noc(C)c1NC(=O)Nc1ccc2c(c1)C(=O)N([C@@H](C)CO)C[C@H](C)[C@@H](CN(C)S(=O)(=O)c1cccs1)OCCCC[C@H](C)O2,-12.9,0.4,-2.3,-8.4,-5.7,-5.4,0.0,-23.2
Cc1ccc(CNC(=O)c2ccc(N(C)S(=O)(=O)c3ccccc3)cc2)cc1,-14.3,-1.0,0.1,3.8,-17.6,0.7,0.0,-12.5
O=C(O)c1ccccc1-n1cccc1C(=O)O,/,1.3,/,4.6,-4.5,/,0.0,-8.2
O=C(CN1C(=O)C2CCCCC2C1=O)OCC(=O)c1ccc(Cl)s1 (stereo not given),-7.5,0.6,6.0,6.9,-4.7,-2.3,0.2,-20.5
C[C@H](CO)N1C[C@H](C)[C@@H](CN(C)C(=O)c2ccncc2)Oc2cc(-c3cccc(C#N)c3)ccc2S1(=O)=O,-7.5,-1.7,2.3,-1.9,-6.4,-6.5,-0.3,14.5
COc1ccc(Nc2nc(N3CCCCC3)nc(N3CCCCC3)n2)c(OC)c1,-23.7,/,/,2.0,-5.9,-7.1,/,/
COc1ccc(CCN(C)C2CCCN(S(=O)(=O)c3ccc(C)cc3)C2)cc1OC (stereo not given),2.1,6.4,-2.6,-6.1,0.1,1.6,0.3,-2.7
c1ccc(CNC2=NCCCCC2)cc1,29.2,/,/,-9.8,-0.9,-3.9,/,/
O=S(=O)(c1ccccc1)N(CC(F)(F)F)c1ccc(C(O)(C(F)(F)F)C(F)(F)F)cc1,/,-1.0,-3.3,-0.8,/,2.9,-0.2,-0.2
O=C(NC1CCCCCC1)C(=S)N1CCOCC1,8.0,1.3,-1.7,/,-1.7,/,0.1,1.9
CCCNC(=O)Nc1ccc2c(c1)OC[C@H](C)N(S(C)(=O)=O)C[C@@H](C)[C@@H](OC)CN(C)C2=O,-3.6,-0.4,-6.8,/,/,/,0.1,-12.6
O=C1/C(=C/c2cccnc2)CC/C1=C\c1cccnc1,13.1,-2.6,2.1,-11.0,-3.2,/,0.3,-2.5
COCC(=O)N(C)C[C@H]1Oc2ncc(C3=CCCCC3)cc2C(=O)N([C@H](C)CO)C[C@H]1C,12.2,1.7,-2.1,7.2,-2.8,-5.5,0.0,-5.4
CCOc1ccccc1C(=O)Nc1ccc(NC(=O)c2ccccc2)cc1,-2.8,4.2,-3.5,-10.6,-21.7,-2.6,0.3,-1.2
Cc1ccc(S(=O)(=O)N2CC(=O)N3CCN(CCN)C3C2)cc1 (stereo not given),/,2.2,-1.8,-9.3,2.7,-8.9,-0.1,-0.2
O=C(N[C@H]1CC[C@H](CCNS(=O)(=O)Cc2ccccc2)O[C@H]1CO)c1ccccc1F,5.2,0.2,-0.3,6.0,-2.9,-1.4,-0.1,-5.0
C/C=C/c1ccccc1[C@@H]1[C@@H](CO)N(S(=O)(=O)c2cccc(F)c2)[C@H]1C#N,-10.6,2.2,2.5,/,/,/,0.0,2.9
O=C(Cn1c(CN2CCCCC2)nc2ccccc2c1=O)NC1CCCCC1,3.5,-0.6,-4.8,5.8,-0.4,-0.3,/,2.8
Cc1cc(C)c2c(=O)[nH]c(SCC(=O)NCc3ccccc3)nc2n1,-4.0,1.1,2.2,1.9,1.2,-4.1,/,-0.3
O=C(COC(=O)COc1ccc2ccccc2c1)Nc1cc(C(F)(F)F)ccc1N1CCOCC1,-1.9,-2.0,1.0,/,/,/,0.2,-27.4
CCCN(CC(=O)Nc1ccc(F)c(F)c1F)C(=O)Cn1c(=O)cnc2ccccc21,-6.2,-2.1,-5.2,/,/,/,0.2,-29.0
CCCCCCCCCCCCN1[C@@H](CC(=O)O)c2cc(C(F)(F)F)ccc2S1(=O)=O,1.5,-0.9,17.2,2.3,-5.4,2.7,0.1,-23.3
CCCC#Cc1cnc2c(c1)C(=O)N([C@@H](C)CO)C[C@@H](C)[C@H](CN(C)C(=O)NC1CCCC1)O2,-20.1,/,-0.4,-2.8,1.3,3.5,-1.0,13.4
Cc1cc(NC(=O)CSC2=NCCS2)no1,58.2,/,/,6.8,-2.1,0.7,/,/
C[C@@H]1CCCCO[C@@H](CN(C)S(=O)(=O)c2ccccc2)[C@H](C)CN([C@@H](C)CO)C(=O)c2cc(NC(=O)c3ccccc3)ccc2O1,-5.4,-0.9,-0.9,8.8,0.8,3.9,-0.1,-39.2
CCCN1CNC(=S)N(c2ccc(C)cc2C)C1,-11.6,0.4,5.2,/,-1.5,/,0.0,-4.9
COc1ccc(C)c2sc(NC(=O)c3cccc(N4C(=O)CCC4=O)c3)nc12,8.7,2.1,-1.1,7.3,/,0.9,0.0,-8.1
CNC(=O)C[C@H]1CC[C@@H]2[C@H](COc3ccc(NC(=O)NC4CCCC4)cc3C(=O)N2C)O1,14.5,0.2,1.3,2.7,-14.6,3.0,0.3,-11.0
C[C@@H]1CN([C@@H](C)CO)C(=O)c2cc(NC(=O)C3CCCCC3)ccc2O[C@@H]1CN(C)Cc1ccccc1,-5.4,-1.6,2.5,-5.5,-5.8,2.5,0.2,9.5
COCCCNC(=O)c1ccc(NC(C)=O)cc1,9.7,0.8,0.3,/,5.1,/,0.0,-15.2
C[C@@H]1COC(=O)[C@H](CC(=O)OC(C)(C)C)C/C=C\C[C@@H](CC(=O)NCCO)C(=O)N1,12.1,-1.4,-3.8,-8.1,7.5,-7.2,-0.7,-8.5
CCOCCCNC(=O)c1ccc2c(=O)n(CCCOCC)c(=S)[nH]c2c1,2.4,-0.7,1.6,-4.3,-8.0,2.5,0.2,-7.4
CCOc1ccc(N2CC(C(=O)Nc3ccc(S(=O)(=O)NCC4CCCO4)cc3)CC2=O)cc1 (stereo not given),-3.9,0.3,-4.3,-2.8,10.9,2.3,0.0,-10.2
COc1cc(OC)cc(C(=O)NCC(=O)OCC(=O)c2cc(C)n(Cc3ccco3)c2C)c1,/,/,0.7,5.0,-0.7,/,0.0,-13.4
CCC1(CC)Cc2ccccc2C(=O)N1,1.1,-1.7,0.6,-5.2,-1.6,5.1,0.0,-15.1
O=C(CSCc1c(Cl)cccc1Cl)Nc1ccc2c(c1)OCCO2,-23.7,/,/,/,-20.2,-1.3,-0.1,/
C[C@H](CO)N1C[C@H](C)[C@@H](CN(C)S(=O)(=O)c2cn(C)cn2)Oc2ccc(NC(=O)C3CC3)cc2CC1=O,0.3,-2.3,1.3,-0.4,3.7,-5.2,0.2,6.3
c1cc2c(cc1-n1cnnn1)OCO2,-3.0,4.9,2.4,1.1,-1.1,-2.4,0.0,-25.0
CCc1nnc(NC(=O)C(=O)NCCOC(=O)c2ccccc2)s1,4.5,0.5,1.4,2.1,-8.8,-3.7,/,-2.3
COc1ccc(NC(=O)N2C3CCCC2CC(NC(=O)C2CC2)C3)cc1 (stereo not given),27.0,1.9,-2.3,-2.0,-5.2,-4.3,0.0,-10.6
C[C@H](CO)N1C[C@H](C)[C@@H](CN(C)C(=O)Nc2cccc3ccccc23)Oc2c(NC(=O)Nc3ccccc3)cccc2C1=O,8.9,-0.2,0.7,7.8,8.9,-2.2,-0.1,7.3
O=C(Cn1cnc2ccccc2c1=O)Nc1nnc(SCc2ccccc2)s1,1.2,-0.3,0.2,9.7,-22.1,-9.5,/,-7.8
COc1ccc(C)cc1NC(=O)C(OC(=O)CNC(=O)c1cccc(F)c1)c1ccccc1 (stereo not given),-16.0,0.8,1.5,8.2,/,2.2,0.1,-10.1
CC(=O)N(Cc1ccc(Br)cc1)c1cccc(C)c1C,7.1,1.9,-3.2,8.5,-1.9,-11.5,0.0,-12.5
COCC(=O)Nc1ccc2c(c1)OC[C@@H](C)N(C)C[C@@H](C)[C@@H](OC)CN(C)C2=O,7.9,-2.2,-1.8,-18.2,1.8,-1.4,0.3,16.9
COc1ccc2c3c([nH]c2c1)[C@H](CO)N(Cc1ccccc1)CC31CCN(C(=O)NC(C)C)CC1,1.6,1.5,-3.5,/,/,/,0.1,-92.3
CSc1ncccc1C(=O)OCc1ccc(Br)cc1,8.9,-0.1,2.0,-1.5,-1.6,8.6,0.2,-21.0
COC(=O)c1ccccc1NC(=O)CNCCc1ccc(OC)c(OC)c1,38.3,0.9,11.7,3.2,-2.7,1.3,0.1,-21.4
NC1=NC[C@H](Cc2ccc(O)cc2)N1CCc1cccc2ccccc12,/,-1.9,-73.0,48.4,/,1.2,0.0,4.6
CN(CCc1ccccn1)c1ccc([N+](=O)[O-])cn1,-3.1,-2.2,/,2.2,5.6,-6.8,-0.1,-35.1

# Some of the entries above in a different format:
# Values run as follows: INS-1E GSIS act	CFTR F508del cor	ERAP1 HTS inh	RAD54 branch	ARNT-TACC3 inh	esBAF inh	XiGFP reactiv	RAD52 inh
COc1ccc(C)cc1NC(=O)C(OC(=O)CNC(=O)c1cccc(F)c1)c1ccccc1 (stereo not given)
    -16.0	0.8	1.5	8.2	/	2.2	0.1	-10.1
CC(=O)N(Cc1ccc(Br)cc1)c1cccc(C)c1C
    7.1	1.9	-3.2	8.5	-1.9	-11.5	0.0	-12.5

# (next part)
SMILES,INS-1E GSIS act,CFTR F508del cor,ERAP1 HTS inh,RAD54 branch,ARNT-TACC3 inh,esBAF inh,XiGFP reactiv,RAD52 inh
O=S(=O)(N[C@@H]1CC[C@H](CCn2cc(-c3ccccn3)nn2)O[C@@H]1CO)c1cccc(Cl)c1,-3.5,1.2,-0.6,-1.0,66.4*,-2.6,-0.8,4.9
O=C(Cn1c(=O)oc2ccccc21)Nc1n[nH]c(=S)s1,/,-3.3,11.8,/,0.0,/,0.0,-9.8
COCC#Cc1ccc2c(c1)O[C@H](CN(C)Cc1ccccn1)[C@H](C)CN([C@H](C)CO)S2(=O)=O,14.9,-3.6,-0.4,19.5,2.4,4.8,-0.8,-0.6
O=C(Cc1ccccc1)N1C[C@H]2[C@@H](c3ccccc31)[C@@H](CO)N2C(=O)C1CCCCC1,-8.7,2.8,-1.6,-7.7,0.3,-0.6,0.3,-8.0
C[C@@H]1CN([C@@H](C)CO)C(=O)c2cc(NS(=O)(=O)c3cn(C)cn3)ccc2O[C@H]1CN(C)Cc1ccc(C(=O)O)cc1,8.8,2.9,-3.9,-7.6,-3.2,-2.9,-0.1,1.8
CC(C)Cn1c(N)c(C(=O)COC(=O)CCNS(=O)(=O)c2ccccc2)c(=O)n(C)c1=O,-13.5,-3.0,2.8,-7.5,-1.7,/,0.1,-17.0
CC(NC(=O)c1ccccc1NS(=O)(=O)c1ccc(CCC(=O)O)cc1)c1ccccc1 (stereo not given),1.2,2.0,-2.7,4.3,1.3,-6.4,0.2,-19.4
O=C1CN(C(=O)COC(=O)CCC(=O)c2ccc(Cl)cc2)c2ccccc2N1,-29.7,-0.8,0.7,-7.8,-4.2,/,0.1,-42.5
Cc1c(NC(=O)/C(C#N)=C/c2ccc(-c3cccc(Cl)c3)o2)c(=O)n(-c2ccccc2)n1C,-41.8,/,/,/,15.6,4.3,0.4,/
CCOC(=O)C1=C(N)Oc2cc(O)ccc2C1c1ccc(Br)cc1 (stereo not given),-4.1,-9.8,-3.7,-7.8,-4.8,-10.4,0.0,-23.9
O=C(COC(=O)/C=C/c1ccco1)NC1CCCCC1,3.9,-0.5,1.2,6.1,-3.4,-1.9,-0.1,-29.0
COc1ccc(C(CNC(=O)C(C)(C)Oc2ccc(Cl)cc2)N2CCCCC2)cc1 (stereo not given),-12.0,1.8,3.7,0.4,5.7,-2.1,0.1,5.4
